mIAP inh = blocks mouse intestinal alkaline phosphatase | purified mouse IAP, CDP-Star luminescence, 30 min | inhibition, % at 10 µM | 330,000 tested, 0.2% active | AID 2806;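 active = inhibition of at least 40% at 10 µM in the primary screen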;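 also: plate controls were DMSO with enzyme for no effect and no enzyme wells for full effect; values of inactives mirror those of a sister screen read the other way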
APOBEC3A inh = blocks human APOBEC3A ssDNA deamination | recombinant A3A, FAM/TAMRA ssDNA deamination fluorescence | inhibition, % at 20 µM | 330,000 tested, 0.41% active | AID 493011;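 active = at least 40% inhibition at 20 µM here, with at most 30% in a related deaminase screen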;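 also: plate controls were A3A with DMSO for no effect and wells lacking A3A enzyme for full effect; some results filed as inactive read as strong as hits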
Target sequence (P31941 whole entry, looked up): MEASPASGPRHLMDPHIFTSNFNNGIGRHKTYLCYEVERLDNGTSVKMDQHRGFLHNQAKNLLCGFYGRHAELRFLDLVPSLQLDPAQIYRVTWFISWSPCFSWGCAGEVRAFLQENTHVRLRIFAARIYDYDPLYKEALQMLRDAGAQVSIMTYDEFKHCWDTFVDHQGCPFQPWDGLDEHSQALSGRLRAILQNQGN
ATG4B inh = inhibitors of human ATG4B cysteine protease; inhibition, % at 8.33 µM; 340,000 tested, 0.51% active; Q9Y4P1; ATG4B cleavage of LC3-PLA2, NBD-HPC fluorescence, 1 h; AID 504462; in the data active = inhibition above about 40%
Target sequence (Q9Y4P1 whole entry, looked up): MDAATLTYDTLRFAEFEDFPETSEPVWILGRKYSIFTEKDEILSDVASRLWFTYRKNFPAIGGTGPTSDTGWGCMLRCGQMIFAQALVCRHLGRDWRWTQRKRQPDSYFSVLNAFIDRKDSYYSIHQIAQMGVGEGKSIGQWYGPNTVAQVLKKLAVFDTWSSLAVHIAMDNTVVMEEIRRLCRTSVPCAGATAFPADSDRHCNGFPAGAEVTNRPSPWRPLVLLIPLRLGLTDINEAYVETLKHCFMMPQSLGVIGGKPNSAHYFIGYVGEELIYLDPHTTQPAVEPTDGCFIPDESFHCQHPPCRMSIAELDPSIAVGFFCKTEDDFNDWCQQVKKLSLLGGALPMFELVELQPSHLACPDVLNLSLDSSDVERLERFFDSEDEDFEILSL
APOBEC3G inh = APOBEC3G (human) deaminase inhibition | Q9HC16 | AID 493012 | inhibition, % at 20 µM | 330,000 tested, 0.28% active | recombinant A3G, ssDNA deamination FAM/TAMRA fluorescence;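 active = inhibition of at least 40% at 20 µM, with no more than 30% in the related APOBEC3A deaminase screen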;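 also: plate controls were DMSO wells with A3G for no effect and wells lacking A3G enzyme for full effect; some compounds called inactive have numbers as strong as hits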
Target sequence (Q9HC16 whole entry, looked up): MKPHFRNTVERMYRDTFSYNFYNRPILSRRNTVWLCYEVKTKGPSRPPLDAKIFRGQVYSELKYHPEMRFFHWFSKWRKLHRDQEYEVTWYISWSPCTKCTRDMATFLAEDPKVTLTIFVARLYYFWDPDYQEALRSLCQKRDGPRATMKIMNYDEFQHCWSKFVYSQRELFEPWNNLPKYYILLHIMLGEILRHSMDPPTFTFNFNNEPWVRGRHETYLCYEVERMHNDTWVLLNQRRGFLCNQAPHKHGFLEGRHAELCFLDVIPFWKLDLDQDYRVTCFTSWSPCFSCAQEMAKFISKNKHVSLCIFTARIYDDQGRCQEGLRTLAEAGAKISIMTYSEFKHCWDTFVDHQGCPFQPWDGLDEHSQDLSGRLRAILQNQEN
mIAP act = increases mouse intestinal alkaline phosphatase activity | muIAP, CDP-Star luminescence, 30 min; active compounds read high; 1 = vehicle-only enzyme signal, 0 = enzyme-free wells | activation factor at 10 µM | 330,000 tested, 0.24% active | AID 2805;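 active = activation factor of at least 2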; also: the source names both 10 and 20 µM as test concentration; values of inactives mirror those of a sister screen read the other way
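Assay system: mouse IAP enzyme; reagent: chemiluminescent substrate CDP-Star; dosing: test compounds delivered from DMSO solution; schedule: 30 min at room temperature; measured by: luminescence from enzymatic CDP-Star hydrolysis; controls: DMSO-only wells and no-enzyme negative control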
hIAP inh = human IAP inhibition | P09923 | purified IAP, CDP-Star luminescence, 30 min | inhibition, % at 10 µM | 330,000 tested, 0.12% active | AID 2544;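 active = inhibition reaching a set limit with compound at 10 µM in the primary screen, cut at about 35% in these data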;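 also: plate controls were DMSO wells with enzyme for no effect and no-enzyme buffer wells for full effect; values of inactives mirror those of a sister screen read the other way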
MPTP block = permeability transition pore inhibition | isolated mouse mitochondria, Ca2+ swelling absorbance, 30 min | inhibition, % at 10 µM | 360,000 tested, 1.4% active;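 active = inhibition of 50% or more, scaled per plate between neutral and stimulator controls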;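 also: 0% = DMSO wells given calcium and 100% = 1 mM EGTA wells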
beta cell repl = induces beta-cell replication in MIN6 cells; MIN6 cells proliferation, ATPlite luminescence, 48 h; cells starved in 0.2% serum; 100% = growth in 10% serum; proliferation, % at 10 µM; 330,000 tested, 0.29% active; AID 2380;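 active = compounds whose signal lies at least 3.5 SD above the mean of all wells on their plate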;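 also: 0% = DMSO-treated cells in low-serum medium and 100% = 10% serum control; some compounds called inactive have numbers as strong as hits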
hIAP act = human IAP activation. 330,000 tested, 0.16% active. P09923. activation factor at 10 µM. purified human IAP, CDP-Star luminescence, 30 min; active compounds read high; 1 = vehicle-only enzyme, 0 = enzyme-free background;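 active = activation factor of the enzyme at least 2-fold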; also: the source names both 10 and 20 µM as test concentration; values of inactives mirror those of a sister screen read the other way
The depositor's hits bear a star; x = not tested or not shown.

Under each structure – mIAP inh | APOBEC3A inh | ATG4B inh | APOBEC3G inh | mIAP act | hIAP inh | MPTP block | beta cell repl | hIAP act
Cc1cc(Br)ccc1NC(=O)CSCc1c(C)noc1C
  3.4 | 2.6 | -15.7 | -4.9 | 0.966 | 18.9 | -0.5 | -4.0 | 0.811
COc1ccccc1CCC(=O)Nc1cccc(S(=O)(=O)N2CCOCC2)c1
  -7.6 | 8.4 | -7.8 | -9.3 | 1.08 | -18.0 | 0.7 | -1.0 | 1.18
CC(C)c1cc(N=NC(N)=O)cc(C(C)C)c1O
  17.6 | 0.7 | 18.1 | -2.7 | 0.824 | -4.0 | -1.4 | -2.6 | 1.04
COc1cccc(C(=O)N2CCN(c3ncccn3)CC2)c1
  2.1 | -3.3 | -13.9 | -5.8 | 0.979 | -18.1 | -2.0 | -2.7 | 1.18
N=c1n(CCCOc2ccc(Br)cc2)c2ccccc2n1CC(N)=O
  -0.4 | -11.3 | 3.2 | -10.0 | 1 | -13.7 | 0.8 | -5.2 | 1.14
COCCCN(C(=O)CCOc1ccccc1C)c1c(N)n(Cc2ccccc2)c(=O)[nH]c1=O
  -4.3 | 5.8 | 0.7 | -10.3 | 1.04 | -8.2 | 0.7 | -0.6 | 1.08
CCOC(=O)C1CCN(c2ccc(C(N)=O)cc2[N+](=O)[O-])CC1
  3.2 | -3.0 | 25.6 | -6.8 | 0.968 | 2.4 | -0.8 | -5.1 | 0.976
C=CCOc1ccc(/C=N/n2nnnc2N)cc1OC
  5.8 | 0.3 | 2.0 | -4.6 | 0.942 | -7.8 | 0.5 | 2.5 | 1.08
CN(Cc1ccccc1)Cc1nc2c(c(=O)n(C)c(=O)n2C)n1Cc1ccc(F)cc1
  6.7 | -3.0 | -9.3 | -5.4 | 0.933 | 11.4 | 2.7 | -2.8 | 0.886
CN(C(=O)c1cc(C(=O)N(C)c2ccccc2)cc([N+](=O)[O-])c1)c1ccccc1
  -1.2 | -2.8 | -6.2 | -5.4 | 1.01 | 3.3 | 0.2 | -2.2 | 0.967
COc1cc(Cl)c(NS(=O)(=O)c2c(C(=O)N3CCCC3)c(C)n(C)c2C)c(OC)c1
  3.7 | -5.9 | -3.0 | -7.5 | 0.963 | 6.2 | 0.5 | 0.1 | 0.938
CC(O)(C#CCN1CCOCC1)c1ccccc1 (configuration not stated)
  3.3 | -3.1 | 3.1 | -9.2 | 0.967 | -6.2 | -2.3 | -1.1 | 1.06
Cc1ccc2nc(-c3ccc(-c4ccccn4)s3)cn2c1
  -6.4 | -0.6 | -4.3 | -1.5 | 1.06 | 1.8 | 1.9 | -2.7 | 0.982
CCCCCCOc1ccc(C(CC(=O)O)C(N)=O)cc1 (configuration not stated)
  2.8 | -1.8 | -2.7 | -6.8 | 0.972 | -2.5 | 0.4 | -0.7 | 1.02
CCN(CC)c1ccc(/C=C/c2ccc3ccc(OC)cc3[n+]2CC)cc1
  19.9 | 75.4* | 13.8 | 25.7 | 0.801 | 23.5 | 64.1* | -5.2 | 0.765
O=C(N/N=C/c1c[nH]c2ccccc12)c1cc2ccccc2o1
  6.3 | 2.5 | -25.7 | 0.0 | 0.937 | -10.1 | 0.1 | -2.0 | 1.1
CC(NC(=S)Nc1ccc(F)cc1)c1ccccc1 (configuration not stated)
  -25.3 | 88.2* | -4.1 | -4.1 | 1.25 | -5.6 | 2.7 | -2.3 | 1.06
O=C1CN(Cc2ccccc2)C(=NCc2ccco2)S1
  4.8 | -0.3 | 38.8 | -3.8 | 0.952 | 11.7 | -0.8 | -5.9 | 0.883
O=C(Nc1ccccc1)N(CCCN1CCOCC1)Cc1cc2cc3c(cc2[nH]c1=O)OCCO3
  -6.7 | -0.5 | -3.8 | -9.3 | 1.07 | -13.7 | -3.6 | -0.3 | 1.14
COc1ccc(-c2nnc(SCC(=O)N3CCCC3)o2)c(OC)c1
  -2.0 | -2.7 | -4.2 | -12.3 | 1.02 | 5.3 | -2.1 | -2.2 | 0.947
CC(C)Nc1nc(NC(N)=S)nc(NC(C)(C)C)n1
  11.3 | -0.9 | 2.7 | -2.6 | 0.887 | -19.0 | -0.1 | -2.2 | 1.19
Cc1ccc(S(=O)(=O)N[C@@H](C)C(=O)N2CCC(C(=O)N3CCC[C@H]3C(=O)O)CC2)cc1
  -5.8 | 2.2 | 0.7 | -2.3 | 1.06 | -18.1 | -0.1 | -2.8 | 1.18
CC(/C=N/NC(=O)c1cc(-c2ccc(Cl)cc2)nc2ccccc12)=C\c1ccco1
  1.0 | -2.2 | 6.5 | -9.5 | 0.99 | -6.2 | 0.7 | -3.6 | 1.06
CCN(C(=O)COC(=O)CSc1ccc([N+](=O)[O-])cc1)C1CCS(=O)(=O)C1 (configuration not stated)
  8.5 | -4.1 | 0.8 | -7.2 | 0.915 | 15.1 | -2.8 | -1.2 | 0.849
Cc1ccc(NC(=O)C(Cc2ccccc2)NC(=O)c2ccco2)cc1 (configuration not stated)
  2.9 | -0.4 | -7.2 | -6.2 | 0.971 | -6.6 | -1.7 | -1.2 | 1.07
COc1cccc(NS(=O)(=O)c2ccc(NC(C)=O)cc2)c1
  7.0 | 2.4 | 3.4 | -4.0 | 0.93 | -0.3 | 3.6 | 0.2 | 1
Cc1ccc(S(=O)(=O)NCC2CCC(C(=O)NCCCOC(C)C)CC2)cc1 (configuration not stated)
  2.8 | -2.1 | x | -4.4 | 0.972 | 7.0 | x | 0.0 | 0.93
CCOC(=O)C1CCCN(S(=O)(=O)c2cnc(Cl)c(Br)c2)C1 (configuration not stated)
  2.0 | 1.3 | 6.3 | 28.2 | 0.98 | 6.2 | 0.6 | -6.8 | 0.938
O=C(NC1CC1)c1ccc(F)cc1Cl
  1.6 | -1.7 | -6.9 | -3.5 | 0.984 | -4.3 | -1.2 | -3.2 | 1.04
O=c1c2[nH]cnc2n(-c2ccccc2)c(=O)n1Cc1ccccc1
  1.3 | -4.5 | -1.7 | -7.8 | 0.987 | 13.5 | -0.8 | 0.7 | 0.864

Sorted by count of non-hydrogen atoms (largest number first): 3 of the compounds above.
Under each structure – mIAP inh | APOBEC3A inh | ATG4B inh | APOBEC3G inh | mIAP act | hIAP inh | MPTP block | beta cell repl | hIAP act
O=C(Nc1ccccc1)N(CCCN1CCOCC1)Cc1cc2cc3c(cc2[nH]c1=O)OCCO3
  -6.7 | -0.5 | -3.8 | -9.3 | 1.07 | -13.7 | -3.6 | -0.3 | 1.14
Cc1ccc(S(=O)(=O)NCC2CCC(C(=O)NCCCOC(C)C)CC2)cc1 (configuration not stated)
  2.8 | -2.1 | x | -4.4 | 0.972 | 7.0 | x | 0.0 | 0.93
Cc1cc(Br)ccc1NC(=O)CSCc1c(C)noc1C
  3.4 | 2.6 | -15.7 | -4.9 | 0.966 | 18.9 | -0.5 | -4.0 | 0.811

The main list resumes with the two entries that preceded the break.
Under each structure – mIAP inh | APOBEC3A inh | ATG4B inh | APOBEC3G inh | mIAP act | hIAP inh | MPTP block | beta cell repl | hIAP act
O=C(NC1CC1)c1ccc(F)cc1Cl
  1.6 | -1.7 | -6.9 | -3.5 | 0.984 | -4.3 | -1.2 | -3.2 | 1.04
O=c1c2[nH]cnc2n(-c2ccccc2)c(=O)n1Cc1ccccc1
  1.3 | -4.5 | -1.7 | -7.8 | 0.987 | 13.5 | -0.8 | 0.7 | 0.864
COc1ccc(NC(=O)CSCC(=O)Oc2c(OC)cccc2OC)cc1
  8.2 | -2.4 | 3.0 | -4.9 | 0.918 | 3.0 | -3.2 | -3.6 | 0.97
COc1cccc(CNc2ccc3c(c2)ncn3C(C)C)c1OC
  3.7 | -9.6 | -12.1 | -9.2 | 0.963 | 5.7 | -0.2 | -3.9 | 0.943
CCCCCc1ccc(-c2cn(Cc3ccc(C(=O)c4ccccc4)cc3)nn2)cc1
  0.0 | 5.6 | -7.2 | 1.5 | 1 | 11.9 | 0.7 | -5.0 | 0.881
CCO[C@H]1OC(C(=O)Nc2ccccc2)=C[C@@H](c2ccc(Br)cc2)[C@@H]1CCCO
  6.7 | 4.2 | -8.6 | -0.4 | 0.933 | 15.0 | -1.6 | -4.7 | 0.85
CSc1ccccc1NC(=O)CSc1nncs1
  -4.3 | -1.4 | 2.6 | -4.6 | 1.04 | -2.0 | 0.1 | -1.4 | 1.02
COc1ccc(COn2c(=O)c(C)[n+]([O-])c3ccccc32)cc1OC
  5.1 | -3.2 | -18.3 | -4.9 | 0.949 | 5.0 | 3.7 | 5.1* | 0.95
COc1ccc(CCN(C)C(=O)c2cccc(S(=O)(=O)NCc3ccccc3)c2)cc1OC
  -6.2 | 5.5 | -3.9 | -5.8 | 1.06 | -21.0 | 1.7 | 3.4 | 1.21
COC(=O)C1c2ccccc2-c2ccccc21
  -3.7 | 1.3 | -4.2 | -3.8 | 1.04 | -3.5 | 0.0 | -2.3 | 1.03
Nc1nc(SCc2ccccc2Cl)nc2nc3c(cc12)CCCC3
  -3.6 | 0.8 | 22.9 | -3.1 | 1.04 | 11.0 | -0.6 | -0.1 | 0.89
COc1ccc(C)cc1S(=O)(=O)NNc1nc(C)cc(C)n1
  0.3 | 1.3 | -2.8 | 4.2 | 0.997 | -7.6 | 0.3 | 1.3 | 1.08
O=C(CSc1nc2ccccc2c(=O)n1-c1ccccc1)N1CCCc2ccccc21
  2.0 | 3.3 | 27.1 | -5.8 | 0.98 | -5.2 | -0.4 | -0.3 | 1.05
O=C(O)c1oc2ccccc2c1-n1cccc1
  -1.5 | -1.1 | 57.7* | -5.8 | 1.01 | -19.8 | 0.4 | 0.3 | 1.2
COc1ccc(F)cc1C(=O)C1CCCN(Cc2cn(C)c3ccccc23)C1 (configuration not stated)
  7.7 | 4.8 | 8.3 | -2.6 | 0.923 | 2.9 | 8.2 | -3.6 | 0.971
CCCCn1c(N)c(N(C(=O)CSc2nnnn2-c2ccccc2C)C2CCCC2)c(=O)[nH]c1=O
  7.1 | 1.3 | -10.9 | -10.0 | 0.929 | 3.0 | -0.1 | -2.2 | 0.97
COC(=O)c1cc(OC)c(OC)cc1NC(=S)N1CCN(Cc2ccccc2)CC1
  5.9 | -0.1 | -2.1 | -2.7 | 0.941 | 3.5 | -0.3 | 0.3 | 0.965
CCOc1ccc2[nH]c3c(NCC(C)C)ncnc3c2c1
  -75.4 | 3.7 | 1.3 | -5.3 | 1.75 | -32.1 | 21.1 | -4.8 | 1.32
Clc1ncn(CCOc2ccccc2)c1Cl
  -3.3 | 1.7 | 0.8 | -1.9 | 1.03 | -11.9 | -3.1 | 3.0 | 1.12
CCN(CC)C(=O)Cn1cc(C(=O)C(=O)NCCCn2ccnc2)c2ccccc21
  -19.5 | -4.1 | -4.5 | 0.9 | 1.2 | 1.5 | -1.2 | -2.0 | 0.985
Cc1nc2cc(Cl)ccc2n1-c1ccccc1
  -8.2 | -0.9 | -19.6 | -2.7 | 1.08 | 3.2 | 0.1 | -2.9 | 0.968
Cc1nn(-c2ccccc2)c2[nH]c(C(F)(F)F)cc(=O)c12
  -1.9 | -1.7 | -3.3 | -3.3 | 1.02 | 4.7 | 9.4 | -1.1 | 0.953

Entries above shown as hits in MPTP block.
compound | mIAP inh | APOBEC3A inh | ATG4B inh | APOBEC3G inh | mIAP act | hIAP inh | MPTP block | hIAP act
CCN(CC)c1ccc(/C=C/c2ccc3ccc(OC)cc3[n+]2CC)cc1 | 19.9 | 75.4* | 13.8 | 25.7 | 0.801 | 23.5 | 64.1* | 0.765
